# Bioassay records as filed in PubChem.
# BLM helicase inh: inhibitors of human Bloom syndrome helicase BLM. Potency, µM (doses to about 56.1 µM), for inactives: top-dose activity change, negative = inhibition, actives largely listed as inhibitors. actives 0.2% (n = 350,000). recombinant BLM DNA unwinding, fluorescence dequenching. P54132;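 further: potency means the concentration at half of the fitted maximal effect; plate controls were vehicle for no effect and no enzyme for full effect; nearly all actives have a fitted effect of over 35% in size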
# POLK inh: inhibitors of human DNA polymerase kappa; Potency, µM (series often up to 107 µM), for inactives: at the top dose activity, negative = inhibition, most hits filed as inhibitors; AID 588579; purified Pol kappa, fluorescent DNA synthesis assay, 10 min; actives 0.53% (n = 400,000); further: potency means the concentration at half of the fitted maximal effect; on the % scale 0 is the no-effect control and ±100 the full control effect
#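 Inhibition of 10 nM Pol kappa is measured by a fluorescent read-out at 0 and 10 min following addition of 50 nM substrate (final), with a 15-min room-temperature compound preincubation.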
# Apoferritin bind: binds horse apoferritin like a general anesthetic. P02791. apoferritin/1-aminoanthracene competitive binding, fluorescence. Potency, µM (top dose mostly 77.5 µM), for the others: at the highest dose activity change, negative = displacement, actives largely listed as inhibitors. actives 0.074% (n = 350,000). AID 485281; further: potency means the concentration at half of the fitted maximal effect; on the % scale 0 is the no-effect control and ±100 the full control effect; nearly all actives have a fitted effect of over 20% in size
#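 In PBS, apoferritin at 10 uM is loaded with 1-AMA from a 50% saturated solution. After 10 min of compound exposure at ambient temperature, reduced 535 nm fluorescence indicates probe displacement.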
# APEX1 inh: inhibitors of human APE1 endonuclease | recombinant APE1, TAMRA/BHQ-2 abasic DNA cleavage fluorescence | Potency, µM (highest dose often 65.8 µM), for the others: at the top dose activity change, negative = inhibition, actives largely listed as inhibitors | actives 0.35% (n = 350,000);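 further: potency means the concentration at half of the fitted maximal effect; plate controls were vehicle for no effect and reference inhibitor for full effect; nearly all actives have a fitted effect of over 55% in size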
# Target sequence (P27695 whole entry, looked up): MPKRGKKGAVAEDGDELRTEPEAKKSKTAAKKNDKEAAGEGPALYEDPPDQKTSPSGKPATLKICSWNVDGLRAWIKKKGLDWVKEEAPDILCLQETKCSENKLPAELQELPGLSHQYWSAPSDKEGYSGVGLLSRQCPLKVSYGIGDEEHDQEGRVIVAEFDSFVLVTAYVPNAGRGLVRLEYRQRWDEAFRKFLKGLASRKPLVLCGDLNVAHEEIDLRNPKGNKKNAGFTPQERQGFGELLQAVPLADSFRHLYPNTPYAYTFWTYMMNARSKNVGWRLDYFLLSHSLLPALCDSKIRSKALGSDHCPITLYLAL
#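 Readout is kinetic fluorescence (ex 525, em 598 nm) from cleavage of 50 nM TAMRA/BHQ-2 THF abasic duplex by 0.75 nM APE1, compound added 15 min beforehand at RT.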
# Pol iota inh: blocks human DNA polymerase iota activity. Pol iota fluorescent replication assay, 10 min. AID 588590. actives 1% (n = 390,000). Potency, µM (titrated, usually from 115 µM), for inactives: at the highest dose activity, negative = inhibition, hits mostly inhibitors; further: potency means the concentration at half of the fitted maximal effect
# Target sequence (Q9UNA4 whole entry, looked up): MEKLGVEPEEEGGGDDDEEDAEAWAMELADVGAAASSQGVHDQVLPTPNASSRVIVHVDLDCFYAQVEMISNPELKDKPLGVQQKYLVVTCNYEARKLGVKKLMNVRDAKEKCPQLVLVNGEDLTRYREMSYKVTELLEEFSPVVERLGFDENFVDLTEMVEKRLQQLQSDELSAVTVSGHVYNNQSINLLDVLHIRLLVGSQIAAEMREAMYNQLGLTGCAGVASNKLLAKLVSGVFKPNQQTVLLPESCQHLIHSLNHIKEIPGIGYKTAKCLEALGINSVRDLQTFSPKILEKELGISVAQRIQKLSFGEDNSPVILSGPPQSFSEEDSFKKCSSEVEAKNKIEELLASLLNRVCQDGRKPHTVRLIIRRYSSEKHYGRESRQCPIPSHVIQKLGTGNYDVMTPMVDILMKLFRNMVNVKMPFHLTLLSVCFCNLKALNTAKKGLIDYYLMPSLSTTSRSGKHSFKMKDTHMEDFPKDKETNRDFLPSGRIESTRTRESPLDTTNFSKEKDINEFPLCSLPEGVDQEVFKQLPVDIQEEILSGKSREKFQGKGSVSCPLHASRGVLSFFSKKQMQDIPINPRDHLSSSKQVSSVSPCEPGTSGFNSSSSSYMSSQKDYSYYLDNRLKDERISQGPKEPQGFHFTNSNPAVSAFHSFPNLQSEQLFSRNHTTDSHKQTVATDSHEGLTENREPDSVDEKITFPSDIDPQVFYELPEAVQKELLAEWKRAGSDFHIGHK
#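 Fluorescent replication assay read twice, at 0 min and 10 min after adding 50 nM (final) substrate. Enzyme (10 nM) and compounds were first incubated 15 min at room temperature; enzyme-free buffer wells were negative controls.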
# Pol eta inh: DNA polymerase eta (human) inhibition; Q9Y253; recombinant Pol eta, fluorescent DNA replication assay; Potency, µM (series often up to 114 µM), for inactives: at the top dose activity change, negative = inhibition, hits mostly inhibitors; actives 1.2% (n = 390,000); further: potency means the concentration at half of the fitted maximal effect; on the % scale 0 is the no-effect control and ±100 the full control effect
#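 Pol eta at 10 nM preincubated with compounds 15 min at room temperature; reaction started with fluorescent substrate (50 nM final) and read kinetically at 0 and 10 min.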
# RXFP1 antagonist: RXFP1 (human) relaxin receptor antagonism. HEK293-RXFP1, relaxin-stimulated cAMP HTRF, 30 min; active compounds read low. activity change, negative = inhibition, % at 57.5 µM. actives 0.59% (n = 350,000). AID 1259400;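 active means activity change of -60% or lower, but not beyond a set lower limit; inconclusive means change between -60% and -40%, or beyond the set limit; inactive means change above -40%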; further: on the % scale 0 is the no-effect control and ±100 the full control effect
# PGK inhibitor: T. brucei PGK inhibition; PGK/GAPDH coupled, Kinase-Glo luminescence, 60 min; Potency, µM (titrated, usually from 57.5 µM), without a hit: at the highest dose activity change, negative = inhibition, usual class: inhibitors; actives 0.043% (n = 380,000); AID 602233; further: potency means the concentration at half of the fitted maximal effect; on the % scale 0 is the no-effect control and ±100 the full control effect; nearly all actives have a fitted effect of over 60% in size
#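 Recombinant glycosomal PGK reaction used 1,3-bisphosphoglycerate generated in-well by GAPDH (100nM final) in 100mM TEA pH 7.6, 5mM MgCl2, 0.01% Tween-20. After 60 minutes at room temperature, ATP was read by Kinase-Glo Plus luminescence end-point.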
# POLB inh: inhibitors of human DNA polymerase beta. P06746. Pol beta primer extension/strand displacement, fluorescence kinetic. Potency, µM (top dose mostly 114 µM), for inactives: top-dose activity change, negative = inhibition, usual class: inhibitors. actives 1.3% (n = 340,000); further: potency means the concentration at half of the fitted maximal effect; on the % scale 0 is the no-effect control and ±100 the full control effect
#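 Enzyme-only controls used 10 nM Pol beta; buffer lacking enzyme served as negative control. Compound preincubated 15 min, then 50 nM substrate added; 0 and 10 min reads at room temperature.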
# * marks the source's active call; other numbers are inactive results; i = inactive; ? = inconclusive; . = no result given; & = joins results of further samples; [ ] = remark or other dose. Unless noted, the call rests on the fitted dose curve; in most records, active means well fitted curve in the direction sought with a large enough effect; inconclusive means small, poorly fitted or top-dose-only effect, or another doubt; inactive means no such curve, though single readings can be large; an effect the other way counts as inactive or inconclusive. Only part of the results is shown; rates above refer to the full screens.
BLM helicase inh	POLK inh	Apoferritin bind	APEX1 inh	Pol iota inh	Pol eta inh	RXFP1 antagonist	PGK inhibitor	POLB inh	Molecule
.	3%	.	-7%	-5%	-9%	5	-13%	.	CCOC(=O)c1c(NC(=O)COC(=O)CCOc2ccc(OCC)cc2)sc(C(=O)N(C)C)c1C
-2%	0%	-11%	3%	14%	-5%	-7	-9%	-4%	O=C(NCc1ccc2c(c1)OCO2)c1ccc(S(=O)(=O)NCC2CCCO2)cc1 (stereo not drawn)
-6%	-5%	54%[activator]	.	9%	-17%	-14	-2%	9%	COc1ccc2[nH]cc(CCNC(=O)Nc3cc(C)cc(C)c3)c2c1
1%	7%	-1%	.	-1%	7%	-8	i	42%	CCOc1ccc(-c2cc(NC(=O)c3ccc(C)cc3)c(C(=O)OC)s2)cc1
-4%	-13%	-17%	1%	41%[activator]	-13%	9	1%	2%	COc1ccccc1N1CC(C(=O)OC(C)C(=O)N2CCCc3ccccc32)CC1=O (stereo not drawn)
1%	-10%	-6%	8%	15%	-7%	1	5%	-1%	CCS(=O)(=O)NCCc1ccc(OC)c(OC)c1
-1%	-8%	5%	1%	5%	-5%	4	-8%	0%	CCN1CCN(C(=O)CN(c2cccc(Br)c2)S(=O)(=O)c2ccccc2)CC1
-16%	-18%&7%[60.1 µM]	-6%	?	.	.	.	.	.	O=[N+]([O-])c1ccc2c(c1)S(=O)(=O)C=C2
.	-4%	.	16%	9%	-10%	-11	-7%	.	O=C(NCCC1CCCCN1S(=O)(=O)c1ccc(F)cc1)C(=O)NC1CCCC1 (stereo not drawn)
0%	-3%	-9%	3%	19%	-16%	1	-6%	1%	Cc1ccccc1-n1c(=O)c2ccccc2n2nnnc12
.	6%	.	.	22%	-13%	-13	i	.	O=C(NCC(=O)N1CCCC(C(F)(F)F)C1)c1cccs1 (stereo not drawn)
1%	-7%	-3%	.	61%[activator]	3%	-12	1%	-4%	O=C(Nc1nnc(S(=O)(=O)N2CCc3ccccc32)s1)c1ccccc1
0%	-2%	-9%	0%	4%	-5%	-1	4%	6%	CCCCOC(=O)Nc1ccc(OC)cc1S(=O)(=O)N1CCOCC1
-9%	-10%	-11%	20%	9%	4%	3	2%	-4%	CCOC(=O)C1CCN(C(=O)CCN2C(=O)C3C4C=CC(C4)C3C2=O)CC1 (stereo not drawn)
-4%	1%	?	6%&1%	15%	-12%	3	0%	.	O=C1CC(c2ccc(O)cc2)Oc2ccccc21 (stereo not drawn)
-1%	-21%	7%	.	13%	-21%	.	-6%	-27%	COc1cc(CN(C(=O)COc2ccccc2)c2ccccn2)cc(OC)c1OC
0%	-21%	3%	9%	29%	-8%	12	0%	0%	O=C(COn1nnc2ccc(C(F)(F)F)cc21)Nc1c(Cl)cccc1Cl
-9%	-18%	121%[activator]	-3%	6%	-14%	0	1%	-1%	COc1ccc(Nc2nc(-c3ccccc3)nc3ccccc23)c(OC)c1
6%&1%	13%[60.1 µM]	7%&-14%	-8%&-10%	50%[activator]	-15%	-3	-5%	1%	Clc1ccc(C[n+]2cc(-c3ccccc3)n3c2CCCCC3)c(Cl)c1
-1%	-9%[60.1 µM]	-5%	.	17%	-15%	-4	5%	6%	CCOC(=O)c1c(S(=O)(=O)N2CCC(C(=O)Nc3ccc(C)cc3C)CC2)c(C)n(C)c1C
-1%	2%	?	-2%	7%[58.9 µM]	11%	1	-1%	2%	C/C=C/C(=O)OCC(=O)Nc1ccc(F)cc1Cl
.	-14%	.	9%	39%[activator]	-7%	7	5%	.	CCN(CC(=O)Nc1c(F)cccc1F)C(=O)COc1ccc2c(c1)CCC2
-3%	0%	6%	2%	-6%	6%	-4	-2%	21%	O=C(NC1CCCC1)C(c1ccsc1)N(CCc1ccccc1)C(=O)Cc1cccs1 (stereo not drawn)
1%	-6%	-12%	-1%	28%	0%	.	-12%	-11%	CSc1nc(=S)n(Cc2ccccc2)c(C)c1C(C)=O
0%	-4%[60.1 µM]	1%	0%	25%	-7%	3	1%	11%	CCS(=O)(=O)N1CCC(C(=O)NCc2ccccn2)CC1

# Some of the entries so far, as tab-separated lines:
SMILES	BLM helicase inh	POLK inh	Apoferritin bind	APEX1 inh	Pol iota inh	Pol eta inh	RXFP1 antagonist	PGK inhibitor	POLB inh
O=C(Nc1nnc(S(=O)(=O)N2CCc3ccccc32)s1)c1ccccc1	1%	-7%	-3%	.	61%[activator]	3%	-12	1%	-4%
CCCCOC(=O)Nc1ccc(OC)cc1S(=O)(=O)N1CCOCC1	0%	-2%	-9%	0%	4%	-5%	-1	4%	6%
CCOC(=O)C1CCN(C(=O)CCN2C(=O)C3C4C=CC(C4)C3C2=O)CC1 (stereo not drawn)	-9%	-10%	-11%	20%	9%	4%	3	2%	-4%

# Other results:
BLM helicase inh	POLK inh	Apoferritin bind	APEX1 inh	Pol iota inh	Pol eta inh	RXFP1 antagonist	PGK inhibitor	POLB inh	Molecule
0%	-3%	-4%	-8%	-2%[58.9 µM]	-25%	10	0%	5%	CC(=O)c1ccc(Sc2ccccn2)c([N+](=O)[O-])c1
-1%	-10%	-6%	13%	27%	0%	-2	i	9%	CC(C)(C)C1CCC(=NNC(=O)C(=O)NCc2cccnc2)CC1 (stereo not drawn)
5%	-14%	3%	13%	-7%	2%	3	1%	35%	Cc1ccc(OC(=O)c2cccc([N+](=O)[O-])c2)c(-n2nc3ccccc3n2)c1
3%	-3%	-6%	1%	19%	-10%	26	-1%	21%	O=C1OCC/C1=C\c1ccccc1
-5%	-2%	-19%	-8%	3%	3%	13	10%	7%	O=C(N/N=C/c1ccc(Br)o1)/C(=C/c1ccc([N+](=O)[O-])cc1)NC(=O)c1ccccc1
-1%	-6%	-4%	3%	-6%	2%	2	-6%	-1%	Cc1oc(-c2ccccc2)[n+]([O-])c1C
0%	-3%	-6%	12%	-1%	-14%	6	.	-20%	CCC(=O)N1CCN(c2ccccc2NC(=O)Cc2ccc(Cl)cc2)CC1
-18%	-14%	?	4%	7%	2%	26	-3%	?	O=C(COC(=O)CCC(=O)c1cccs1)Nc1ccc(Cl)cn1
0%	-6%	5%	4%	-7%	-15%	-3	-7%	23%	Fc1ccc(Nc2ccnc(Nc3ccc(F)cc3)n2)cc1
-8%	-10%	43%[activator]	.	-2%	-19%	-1	i	-12%	COc1cc(NC(=O)c2cc(C3CC3)nc3c2c(C)nn3-c2ccccc2)cc(OC)c1
2%	-5%	-1%	-4%	?	0%	0	i	42%	CN(C)C(CNC(=O)c1cccc(S(=O)(=O)N(C)C)c1)c1ccccc1 (stereo not drawn)
-3%	-5%	-20%	-3%	21%	-20%	-10	-16%	-1%	COc1cc(C=O)ccc1OCCCOc1ccc([N+](=O)[O-])cc1
-2%	5%	-10%	-12%	27%	-18%	-21	-8%	-10%	Cc1cc(=O)n2nc(N3CCC(C(=O)NCCc4ccc(Cl)cc4)CC3)sc2n1
-8%	-4%	-17%	.	0%	-22%	-27	-3%	-1%	Cc1ccc2c(c1)C(c1ccc(F)cc1)N(C(=O)c1ccc(OC(C)C)cc1)CC(=O)N2 (stereo not drawn)
-6%	-25%	3%	17%	25%	-18%	13	9%	3%	CC(C)Cc1n[nH]c(=O)c2c1nnn2Cc1ccccc1F
-7%	0%	-5%	-1%	?	-22%	11	-6%	19%	O=C(CSc1nncc2ccccc12)Nc1cccc(C(=O)O)c1
-6%	-18%	-2%	1%	15%	-7%	.	-3%	?	NCCCC[C@H]1CNC(=S)N1CC1CCCCC1
.	-2%	.	1%	23%	-19%	.	-8%	.	O=C(Nc1ccc(Cl)c(Cl)c1)c1ccccc1
1%	11%	-3%	.	10%	-13%	.	-4%	25%	COc1ccccc1C(=O)OCc1cc(=O)n2nc(C(C)C)sc2n1
-10%	-10%	?	30%	-8%	-14%	-9	i	18%	O=C(CN1CCCCCC1)Nc1cccc(Br)c1
-2%	-9%	-9%	2%	10%	-12%	6	1%	36%	O=C(CCNS(=O)(=O)c1c(Cl)cccc1Cl)OCC(=O)c1ccccc1F
-8%	0%	-1%	4%	41%[activator]	-8%	15	-1%	13%	COC(=O)NC1(C(F)(F)F)C(=O)Nc2c1c(=O)n(C)c(=O)n2C (stereo not drawn)
-5%	-2%	-4%	0%	5%	-3%	12	2%	81%	NS(=O)(=O)c1ccc(NC(=O)COC(=O)c2ccc(Cl)cc2[N+](=O)[O-])cc1
0%	-5%	7%	.	0%	-10%	.	-1%	1%	O=C1CCSc2ccc(S(=O)(=O)Nc3cccc(C(F)(F)F)c3)cc2N1
-2%	-2%	-23%	15%	63%[activator]	-9%	-10	-7%	2%	COC(=O)C(CCSC)NC(=O)c1cc2c(n(-c3ccc(C)cc3)c1=O)CCCC2=O (stereo not drawn)
.	-5%	.	-15%	21%	-5%	-3	3%	.	CN(CC(=O)Nc1ccc(N2CCOCC2)cc1)C(=O)CCNC(=O)c1ccccc1Cl

# Among those listed so far, these have an aryl thioether with sulfur outside any ring:
BLM helicase inh	POLK inh	Apoferritin bind	APEX1 inh	Pol iota inh	Pol eta inh	RXFP1 antagonist	PGK inhibitor	POLB inh	Molecule
1%	-6%	-12%	-1%	28%	0%	.	-12%	-11%	CSc1nc(=S)n(Cc2ccccc2)c(C)c1C(C)=O
0%	-3%	-4%	-8%	-2%[58.9 µM]	-25%	10	0%	5%	CC(=O)c1ccc(Sc2ccccn2)c([N+](=O)[O-])c1
-7%	0%	-5%	-1%	?	-22%	11	-6%	19%	O=C(CSc1nncc2ccccc12)Nc1cccc(C(=O)O)c1

# A second format for some results above:
Cc1ccc(OC(=O)c2cccc([N+](=O)[O-])c2)c(-n2nc3ccccc3n2)c1
- BLM helicase inh = 5%
- POLK inh = -14%
- Apoferritin bind = 3%
- APEX1 inh = 13%
- Pol iota inh = -7%
- Pol eta inh = 2%
- RXFP1 antagonist = 3
- PGK inhibitor = 1%
- POLB inh = 35%
O=C1OCC/C1=C\c1ccccc1
- BLM helicase inh = 3%
- POLK inh = -3%
- Apoferritin bind = -6%
- APEX1 inh = 1%
- Pol iota inh = 19%
- Pol eta inh = -10%
- RXFP1 antagonist = 26
- PGK inhibitor = -1%
- POLB inh = 21%
